High-throughput results (PubChem BioAssay)
A3A deaminase: human APOBEC3A DNA deaminase inhibition. P31941. inhibition, % at 20 µM. recombinant A3A, FAM/TAMRA ssDNA deamination fluorescence. 330,000 tested, 0.41% active;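 active = at least 40% inhibition at 20 µM here, with at most 30% in a related deaminase screen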;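 note: plate controls were A3A with DMSO for no effect and wells lacking A3A enzyme for full effect; some results filed as inactive read as strong as hits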
Target sequence (P31941 whole entry, looked up): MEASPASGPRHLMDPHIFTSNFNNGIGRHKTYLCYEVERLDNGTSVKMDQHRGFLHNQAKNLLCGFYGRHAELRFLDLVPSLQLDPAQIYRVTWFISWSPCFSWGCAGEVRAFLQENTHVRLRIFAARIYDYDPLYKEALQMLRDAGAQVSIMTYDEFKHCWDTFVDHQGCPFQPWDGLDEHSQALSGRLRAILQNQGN
A3G deaminase: inhibitors of human APOBEC3G DNA deaminase; Q9HC16; recombinant A3G, ssDNA deamination FAM/TAMRA fluorescence; inhibition, % at 20 µM; AID 493012; 330,000 tested, 0.28% active;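 active = inhibition of at least 40% at 20 µM, with no more than 30% in the related APOBEC3A deaminase screen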;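 note: plate controls were DMSO wells with A3G for no effect and wells lacking A3G enzyme for full effect; some compounds called inactive have numbers as strong as hits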
Target sequence (Q9HC16 whole entry, looked up): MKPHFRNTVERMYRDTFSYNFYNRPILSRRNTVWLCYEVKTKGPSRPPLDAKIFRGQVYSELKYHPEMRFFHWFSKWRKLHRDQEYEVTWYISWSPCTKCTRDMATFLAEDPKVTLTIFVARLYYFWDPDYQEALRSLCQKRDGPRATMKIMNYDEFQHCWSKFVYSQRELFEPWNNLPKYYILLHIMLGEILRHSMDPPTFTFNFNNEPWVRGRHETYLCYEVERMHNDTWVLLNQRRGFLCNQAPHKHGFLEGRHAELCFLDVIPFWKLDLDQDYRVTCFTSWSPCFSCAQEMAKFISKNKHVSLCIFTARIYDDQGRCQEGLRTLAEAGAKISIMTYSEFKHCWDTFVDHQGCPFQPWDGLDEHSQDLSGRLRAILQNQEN
MPTP inh: permeability transition pore inhibition; inhibition, % at 10 µM; isolated mouse mitochondria, Ca2+ swelling absorbance, 30 min; AID 602449; 360,000 tested, 1.4% active;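 active = inhibition of 50% or more, scaled per plate between neutral and stimulator controls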;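 note: 0% = DMSO wells given calcium and 100% = 1 mM EGTA wells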
hIAP activ: increases human intestinal alkaline phosphatase activity. purified human IAP, CDP-Star luminescence, 30 min; stronger effect = higher value; 1 = vehicle-only enzyme, 0 = enzyme-free background. activation factor at 10 µM. 330,000 tested, 0.16% active. AID 2524;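 active = activation factor of the enzyme at least 2-fold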; note: the source names both 10 and 20 µM as test concentration; values of inactives mirror those of a sister screen read the other way
mIAP act: increases mouse intestinal alkaline phosphatase activity; muIAP, CDP-Star luminescence, 30 min; stronger effect = higher value; 1 = vehicle-only enzyme signal, 0 = enzyme-free wells; AID 2805; activation factor at 10 µM; 330,000 tested, 0.24% active;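 active = activation factor of at least 2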; note: the source names both 10 and 20 µM as test concentration; values of inactives mirror those of a sister screen read the other way
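System: Mouse IAP enzyme | Also added: CDP-Star substrate | Dosing: Compounds dispensed in DMSO | Schedule: 30 min enzyme-substrate-compound incubation at room temperature | Technique: Chemiluminescence readout | Control set: DMSO-only wells and no-enzyme negative control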
mIAP block: blocks mouse intestinal alkaline phosphatase | 330,000 tested, 0.2% active | purified mouse IAP, CDP-Star luminescence, 30 min | inhibition, % at 10 µM;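 active = inhibition of at least 40% at 10 µM in the primary screen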;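 note: plate controls were DMSO with enzyme for no effect and no enzyme wells for full effect; values of inactives mirror those of a sister screen read the other way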
ATG4B inhibitor: ATG4B (human) cysteine protease inhibition; 340,000 tested, 0.51% active; inhibition, % at 8.33 µM; Q9Y4P1; ATG4B cleavage of LC3-PLA2, NBD-HPC fluorescence, 1 h; in the data active = inhibition above about 40%
Target sequence (Q9Y4P1 whole entry, looked up): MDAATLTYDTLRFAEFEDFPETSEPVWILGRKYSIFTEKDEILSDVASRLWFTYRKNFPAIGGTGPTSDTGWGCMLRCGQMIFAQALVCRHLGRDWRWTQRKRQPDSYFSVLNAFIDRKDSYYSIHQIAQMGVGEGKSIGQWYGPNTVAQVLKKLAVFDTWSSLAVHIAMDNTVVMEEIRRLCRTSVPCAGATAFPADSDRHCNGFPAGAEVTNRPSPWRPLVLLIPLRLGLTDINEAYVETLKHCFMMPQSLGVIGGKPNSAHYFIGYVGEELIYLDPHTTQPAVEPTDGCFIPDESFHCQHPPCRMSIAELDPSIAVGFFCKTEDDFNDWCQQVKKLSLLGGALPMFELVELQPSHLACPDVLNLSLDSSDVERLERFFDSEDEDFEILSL
beta cell repl: inducers of beta-cell replication in MIN6 cells; MIN6 cells proliferation, ATPlite luminescence, 48 h; cells starved in 0.2% serum; 100% = growth in 10% serum; 330,000 tested, 0.29% active; AID 2380; proliferation, % at 10 µM;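 active = compounds whose signal lies at least 3.5 SD above the mean of all wells on their plate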;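 note: 0% = DMSO-treated cells in low-serum medium and 100% = 10% serum control; some compounds called inactive have numbers as strong as hits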
hIAP block: blocks human intestinal alkaline phosphatase; purified IAP, CDP-Star luminescence, 30 min; P09923; inhibition, % at 10 µM; 330,000 tested, 0.12% active;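 active = inhibition reaching a set limit with compound at 10 µM in the primary screen, cut at about 35% in these data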;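 note: plate controls were DMSO wells with enzyme for no effect and no-enzyme buffer wells for full effect; values of inactives mirror those of a sister screen read the other way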
* hit, by the source's call; . = not tested or not shown.

SMILES	A3A deaminase	A3G deaminase	MPTP inh	hIAP activ	mIAP act	mIAP block	ATG4B inhibitor	beta cell repl	hIAP block
COc1cc(/C=C(\C#N)C(=O)c2ccc(O)c(O)c2)cc(I)c1O	7	6	2.8	0.49	0.17	83*	4	-4	51*
CC1=CN(S(=O)(=O)c2ccc(C)cc2)C[C@@H]2c3ccccc3N(S(=O)(=O)c3ccc(C)cc3)[C@H]12	2	0	-0.3	.	1.1	-8	-7	.	.
O=C(CCN1N=C(c2ccccc2)CCC1=O)NCC1COc2ccccc2O1 (stereo not given)	0	0	-1.2	0.91	1.1	-8	-8	0	9
O=C(Cc1n[nH]c(=O)[nH]c1=O)N/N=C/c1cccc(Cl)c1	-12	-11	1.7	1	1.2	-18	5	-1	-2
CN(C)c1ccc(/C=[N+](\[O-])C2SC(=S)N(C)C2(C)C)cc1 (stereo not given)	-3	-3	0.4	0.97	1	-3	2	2	3
COc1cccc(-c2ncc3ccccc3c2COC(=O)CCCC(=O)O)c1	3	-2	-1.2	1.1	1.1	-6	-5	-3	-12
Cc1cccc(C(=O)OCC(=O)N2CCCCCC2)c1C	0	10	-1.5	1.1	1.1	-6	2	-3	-7
CCN(CC)S(=O)(=O)c1ccc2oc(SCC3CN=C(c4ccc(OC)cc4)S3)nc2c1 (stereo not given)	-2	-4	56*	0.94	0.99	1	-21	-6	6
CCCCOc1ccc(C(CC(=O)NC)C(=O)O)cc1 (stereo not given)	0	-4	0.5	0.87	1.1	-6	0	-2	13
CCOC(=O)C1(Cc2ccccc2C(F)(F)F)CCN(C2CCSC2)CC1 (stereo not given)	0	1	-1.1	0.89	1.1	-6	2	-1	12
COc1ccc(OC)c(S(=O)(=O)NCCS(=O)(=O)N2CCN(c3ccccc3)CC2)c1	0	-3	-1.6	1.1	1	-1	-6	-1	-7
Clc1ccc(-n2ncc3c(NCc4ccccn4)ncnc32)cc1	1	-1	-0.5	0.89	1.1	-9	6	-2	11
C[C@@H]1COC(=O)[C@H](Cc2ccc(F)cc2)CC/C=C/C[C@@H](CC(=O)N[C@H](CO)Cc2ccccc2)C(=O)N1	-4	-8	-1.6	0.85	1.1	-5	-6	-2	15
O=C(CCc1c[nH]c2ccccc12)Nc1ccc(S(=O)(=O)Nc2ncccn2)cc1	-11	-7	-0.5	1.1	0.95	4	-2	-4	-12
CC1(C)Cc2ccccc2/C(=C/C(=O)c2ccccc2)N1	-2	-5	-0.4	0.88	0.9	10	6	-2	12
Cc1cccc(Nc2ccc([N+](=O)[O-])cc2C(=O)O)c1	-1	-7	9.5	0.89	0.91	9	5	0	11
CCCSc1nsc(NC(=O)c2cccnc2OCC)n1	-2	-3	-0.1	0.86	0.98	2	4	6	14
CCOC(=O)C(C)(C)C(=O)C(C)(C)C(O)c1ccccn1 (stereo not given)	1	-5	-0.9	1	0.93	7	-7	0	0
Cc1cnc(C(=O)OCC(=O)N(Cc2ccccc2)C(C)(C)C)cn1	0	-2	-2.3	1.1	1	-3	-5	1	-10
CC1=C(C(=O)Nc2ccccc2)C(c2ccc(N(C)C)cc2)NC(=O)N1 (stereo not given)	-4	-11	0.5	0.93	1	-4	-9	-1	7
Cc1cccn2c(CN3CCCC(c4ccccc4)C3)c(C(=O)N3CCOCC3)nc12 (stereo not given)	-3	-5	0.3	0.99	0.93	7	-2	1	1
Cc1ccc(OCc2nnc(SC3CCc4ccccc4C3=O)n2C)cc1 (stereo not given)	3	-5	-0.3	0.97	0.94	6	40	-1	3
CCOC(=O)c1sc(NC(=O)Cc2ccccc2OC)nc1C	-7	-9	0.5	0.98	0.99	1	5	1	2
O=C1OCCC1Sc1ncnc2sccc12 (stereo not given)	-4	-10	0.2	1.1	0.97	3	-12	-2	-15
CN(CC(=O)N1CCCCC1)S(=O)(=O)c1cccc2cccnc12	2	-1	-1.8	0.96	1	0	-5	0	4
O=C(Cn1c(-c2cscn2)nc2ccccc21)Nc1ccccc1F	1	-2	-1.4	0.96	0.96	4	15	-1	4
O=C(COC(=O)C1=COCCO1)NC(=O)c1ccc(OC(F)F)cc1	-3	-7	-0.8	0.95	1.1	-6	-3	-1	5
O=C(c1ccccn1)N1CCN(c2cccc(C(F)(F)F)c2)CC1	1	-4	0.0	1	1.1	-7	2	-3	-3
O=C(CSc1ccc2nnc(-c3ccccn3)n2n1)N1CCOCC1	-3	-8	14	0.94	0.98	2	-6	-2	6
NC(=O)Cc1nc(-c2ccc(Br)cc2)cs1	-3	-8	-2.8	1	1.1	-7	27	-3	-4
C=CCOCCN(CCOCC=C)C1=NS(=O)(=O)c2ccccc21	2	3	0.1	1	1	-2	-10	-3	-3
COCCNC(=O)COc1ccccc1C	4	-3	-1.3	1	1	0	-6	0	-1
Cc1cccc(N(C(=O)c2snc(C(N)=O)c2N)C(C)C(=O)NCC2CCCO2)c1 (stereo not given)	-2	8	-0.6	0.91	1	0	10	-1	9
O=C(NCc1ccccc1)c1c[nH]c2ccccc2c1=O	-1	-3	0.3	1.3	1.1	-11	-3	-2	-27
CN(C)/N=C/c1cc([N+](=O)[O-])ccc1O	2	-5	-1.4	0.98	0.9	10	-1	-2	2
CC1CCCCN1C(=O)CCNS(=O)(=O)c1ccc2c(c1)c(=O)n(C)c(=O)n2C (stereo not given)	-5	-8	1.0	1.3	1	-1	-9	1	-27
CC(Oc1ccc(F)cc1)C(=O)Nc1ccccc1C(=O)N1CCCCC1 (stereo not given)	0	-1	-0.9	1	1	-1	1	-2	-3
O=c1c2cc(Br)ccc2[nH]c(=S)n1Cc1ccccn1	-7	-8	-0.7	1	0.93	7	0	0	-5
COc1ccccc1NC(=O)COC(=O)C1CCN(/C=C/C(=O)C(F)(F)F)CC1	-3	-3	25	1.1	1	-4	7	0	-6
CCSc1cc(N2CCCC2)nc(-c2ccc(C)cc2)n1	-1	-3	23	1.3	0.92	8	0	0	-32
O=C(CN1CCN(S(=O)(=O)c2ccccc2)CC1)Nc1ccc2c(c1)OCO2	1	3	-3.8	0.92	1	-4	-5	-1	8
O=C(O)c1cc2c(s1)-c1ccccc1CC2	-7	-6	-0.5	1	1	-4	2	-1	-1
COc1ccccc1NC(=O)C(NC(=O)c1ccc(C)cc1)c1ccccc1 (stereo not given)	-5	-3	0.7	1.1	1.1	-9	-8	1	-6
CCN1C(=O)CC(c2ccccc2)N(C2CCCC2)c2nc(Nc3ccc(C(=O)NC4CCN(C)CC4)cc3OC)ncc21 (stereo not given)	-1	-8	-2.7	0.9	0.96	4	-3	-6	10
COc1ccccc1NC(=O)c1cc2c(CO)cnc(C)c2oc1=Nc1cccc(C(N)=O)c1	-1	-8	2.0	0.91	0.96	4	-7	-1	9
O=C(c1cccc(S(=O)(=O)N2CCOCC2)c1)N(Cc1ccco1)Cc1cccs1	-2	-6	0.0	1.1	1.2	-15	0	0	-9
N=C1N(/N=C/c2ccccc2)C(=Nc2ccccc2)C(=S)N1c1ccccc1	0	0	-0.5	0.88	0.82	18	10	-6	12
CC(=O)NC1=NN(C(C)=O)C(c2sccc2C)S1 (stereo not given)	0	0	-1.9	1	0.96	4	-8	-2	-5

Single records (already shown):
Shown for NC(=O)Cc1nc(-c2ccc(Br)cc2)cs1 : A3A deaminase: -3; A3G deaminase: -8; MPTP inh: -2.8; hIAP activ: 1; mIAP act: 1.1; mIAP block: -7; ATG4B inhibitor: 27; beta cell repl: -3; hIAP block: -4
Shown for CCCSc1nsc(NC(=O)c2cccnc2OCC)n1 : A3A deaminase: -2; A3G deaminase: -3; MPTP inh: -0.1; hIAP activ: 0.86; mIAP act: 0.98; mIAP block: 2; ATG4B inhibitor: 4; beta cell repl: 6; hIAP block: 14
Shown for CC(=O)NC1=NN(C(C)=O)C(c2sccc2C)S1 (stereo not given) : A3A deaminase: 0; A3G deaminase: 0; MPTP inh: -1.9; hIAP activ: 1; mIAP act: 0.96; mIAP block: 4; ATG4B inhibitor: -8; beta cell repl: -2; hIAP block: -5

Three compounds out of the list, ordered by molecular weight, highest first.
SMILES	A3A deaminase	A3G deaminase	MPTP inh	hIAP activ	mIAP act	mIAP block	ATG4B inhibitor	beta cell repl	hIAP block
COc1ccccc1NC(=O)c1cc2c(CO)cnc(C)c2oc1=Nc1cccc(C(N)=O)c1	-1	-8	2.0	0.91	0.96	4	-7	-1	9
N=C1N(/N=C/c2ccccc2)C(=Nc2ccccc2)C(=S)N1c1ccccc1	0	0	-0.5	0.88	0.82	18	10	-6	12
CCSc1cc(N2CCCC2)nc(-c2ccc(C)cc2)n1	-1	-3	23	1.3	0.92	8	0	0	-32

(further entries)
SMILES	A3A deaminase	A3G deaminase	MPTP inh	hIAP activ	mIAP act	mIAP block	ATG4B inhibitor	beta cell repl	hIAP block
O=C(Nc1nnc(SCc2ccc(F)cc2)s1)c1ccc2c(c1)C(=O)N(c1ccccc1Cl)C2=O	1	-4	44	1.3	0.9	10	13	-6	-29
Cc1cc(Cl)c(OCCCNC2CCCC2)c(Br)c1	-7	-7	1.9	0.94	0.97	3	1	-3	6
COc1cccc(NC(=O)c2cnc(SC)nc2C)c1	2	-6	0.9	0.97	0.99	1	2	-1	3
CCSc1nnc(NC(=O)C(NC(=O)c2ccc(Cl)cc2)C(C)C)s1 (stereo not given)	0	-5	5.4	0.91	0.96	4	-3	0	9
COCCCC1CCN(C(=O)c2cc(COc3ccc(C)nc3)on2)CC1	0	0	0.8	0.97	0.99	1	2	3	3
COc1ccc(C2CC(=O)Nc3n[nH]c(-c4ccccc4)c32)cc1OC (stereo not given)	-2	-5	0.4	1.2	0.93	7	3	-2	-22
O=C(NNC(=O)c1nc(Cl)ccc1Cl)c1ccc(F)cc1	-6	-7	-1.6	1.3	0.82	18	3	-2	-35
Cc1c(N2C(=O)SC(CC(=O)O)C2=O)c(=O)n(-c2ccccc2)n1C (stereo not given)	-3	-2	-0.6	1.2	0.89	11	0	0	-18
CSc1ccc(NC(=O)Nc2ccc(C(=O)NCC(=O)O)cc2)cc1	-2	-6	1.5	1.2	1.3	-35	-4	3	-24
Cc1ccc(-c2csc(NC(=O)c3ccc(S(=O)(=O)N4CCc5ccccc54)cc3)n2)cc1	4	14	2.8	1.2	0.83	17	-11	-1	-19
COc1ccc(NC(=O)c2ccc(S(=O)(=O)N3CCCC3)cc2)cc1OC	-2	-3	0.4	0.94	0.98	2	-6	0	6
